Bioassay records: PubChem BioAssay, The Scripps Research Institute Molecular Screening Center
SRC3 TRFRET art – counter-screen for PPARgamma SRC-3 recruitment agonists: TR-FRET artefact; PPARgamma/SRC-3 format; stronger effect = higher value; TR-FRET ratio at 8 µM; 99,000 compounds, 0.39% hits; AID 1048; in the data active = TR-FRET ratio above about 2000; note: inactives centre near 1600; reference of the scale not given here
SRC1 TRFRET art – counter-screen for PPARgamma SRC-1 recruitment agonists: TR-FRET artefact | 99,000 compounds, 0.34% hits | AID 1051 | TR-FRET detection artefact counter-screen, emission ratio; stronger effect = higher value | TR-FRET ratio at 8 µM; in the data active = TR-FRET ratio above about 2300; note: inactives centre near 1800; reference of the scale not given here
The depositor's hits bear a star. Only part of the results is shown; count on the stated rates, not on these rows.

SMILES	SRC3 TRFRET art	SRC1 TRFRET art
N#Cc1c2nc3ccccc3nc2n2cc(NC(=O)c3ccc(F)cc3)ccc12	1484	1864
O=C(c1ccco1)N1CCN(c2cc(N3CCOCC3)c(F)cc2[N+](=O)[O-])CC1	1513	1850
COc1ccc(OC)c(C(c2nnnn2Cc2ccccc2)N2CCN(C3CCCCC3)CC2)c1 (stereo not drawn)	1958	1954
O=C(Nc1ccc(S(=O)(=O)Nc2nccs2)cc1)c1cccc(N2C(=O)c3ccccc3C2=O)c1	1548	1651
CCCCC/C=C\C[C@H](O)/C=C/c1cccc(C[C@H](O)CCCCO)n1	1671	1714
O=C(/C=C/c1ccccc1)Oc1coc(CSc2ncccn2)cc1=O	1580	1714
C1CC(CN2CCOCC2)CN(Cc2nc(CC3CC3)no2)C1 (stereo not drawn)	1447	1727
Cc1[nH]c2ccccc2c1SCC(=O)N1CCOCC1	1533	1685
O=C(Nc1cnccn1)Nc1cccc(Cl)c1Cl	1580	1747
COc1ccc2nc3ccccc3nc2c1NC(=O)c1ccc(Cl)cc1	1690	1817
O=C(Nc1cccc(O)c1)c1ccc(C(=O)c2ccccc2)o1	1526	1662
COc1ccc(C)cc1NC(=O)CNC(C)C(=O)Nc1cc(Cl)ccc1Cl (stereo not drawn)	1422	1716

Full records from above:
O=C(Nc1cccc(O)c1)c1ccc(C(=O)c2ccccc2)o1 in the list: SRC3 TRFRET art: 1526; SRC1 TRFRET art: 1662
C1CC(CN2CCOCC2)CN(Cc2nc(CC3CC3)no2)C1 (stereo not drawn) in the list: SRC3 TRFRET art: 1447; SRC1 TRFRET art: 1727
O=C(Nc1ccc(S(=O)(=O)Nc2nccs2)cc1)c1cccc(N2C(=O)c3ccccc3C2=O)c1 in the list: SRC3 TRFRET art: 1548; SRC1 TRFRET art: 1651

Next section
SMILES	SRC3 TRFRET art	SRC1 TRFRET art
CN(C(=O)COC(=O)c1ccc(Cl)cc1N)C1CCCCC1	1556	2070
CC(C)NC(=O)C1CCN(C2CCN(C(=O)Cc3ccc4c(c3)OCO4)CC2)CC1	1467	1976
CC(C)CC1NC(=O)N(Cc2cc(=O)n3ccsc3n2)C1=O (stereo not drawn)	1638	1476
O=C(CN(C1CCCCC1)S(=O)(=O)c1ccc(Br)cc1)NCc1cccnc1	1423	1748
O=C(O)CCCCn1c(SCc2cc(=O)n3cc(Cl)ccc3n2)nc2ccsc2c1=O	1687	1967
COc1cc(CCCN2C(=S)NC[C@@H]2CCCCN)cc(OC)c1OC	1638	1785
CCNC(=S)NNC(=O)CC(C)C	1681	1562
CCOC(=O)c1ccc(N/C=C/C(=O)C(C)(C)C)cc1	1825	1891
CCC(C)CCCCNC1=NCCS1 (stereo not drawn)	1398	1950
CCOC(=O)c1ccc[n+](CC(=O)Nc2ccccc2OC(F)F)c1	1504	1751
Cc1cc(=O)[nH]c2c3ccccc3nn12	1496	1737
COCCNC(=O)/C(C#N)=C/C=C/c1ccccc1[N+](=O)[O-]	1574	1630
Cc1ccc(/C=C/C(=O)Nc2nn[nH]n2)o1	1300	1809
CC1(C)CC(=O)C(N=Nc2ccc(-c3ccccc3)cc2)=C(O)C1	1573	1754
C1CN(c2nc3nonc3nc2N2C[C@H]3CC[C@H]2C3)CCS1	1265	1734
CCOC(=O)N1CCN(c2nc(-c3ccc(Cl)cc3)cs2)CC1	1461	1653
CC(C(=O)Nc1ncccn1)(c1ccccc1)c1ccccc1	1426	1669
COc1cccc(C(C)NC(=S)NCc2ccc(Cl)cc2)c1 (stereo not drawn)	1495	1748
COc1ccc2cc(C#N)c(Cl)nc2c1	1345	1884
CC(NC(=O)c1cn(C(C)c2ccccc2F)nn1)c1ccncc1 (stereo not drawn)	1679	1780
C/C(=N/OC(=O)C1CC12CCC2)c1ccc(Br)cc1 (stereo not drawn)	1589	2051
NNC(=O)c1ccc(COc2cccc3cccnc23)cc1	1410	1511
Cc1ccc2nc(SCC(=O)Nc3ccc(F)c([N+](=O)[O-])c3)[nH]c2c1	1427	1708
COc1cc(/C=C(\C#N)c2nc3ccccc3[nH]2)cc(OC)c1O	1759	2086
Oc1ccc(/C=N/N2CCN(C3c4ccccc4-c4ccccc43)CC2)c(O)c1	1513	1892
O=C(CSc1cccc[n+]1[O-])Nc1ccc(C(F)(F)F)cc1[N+](=O)[O-]	1468	1728
COc1cccc(CNC(=O)CCC2CCCN(C(=O)c3cccc4c(C)c(C)[nH]c34)C2)c1 (stereo not drawn)	1597	1873
O=CN1CCN(C(=O)c2ccc([N+](=O)[O-])cc2)CC1	1493	1776
Cc1ccc(C)c2nc3sc(C(=O)O)cc3cc12	1394	1568
CCCCS(=O)(=O)Nc1ccc2cn[nH]c2c1	1393	1860
CCSc1nc2c(c(=O)[nH]1)C(c1ccc(C)cc1)C1=C(CCCC1=O)N2 (stereo not drawn)	1622	1669
O=C(NNC(=O)c1cccs1)c1ccc(Cl)c([N+](=O)[O-])c1	1647	1884
Cc1ccc(NC(=S)NNC(=O)c2ccc(N3CCOCC3)c([N+](=O)[O-])c2)cc1C	1563	2057
O=C(c1ccncc1)N(Cc1ccccc1)Cc1nc2ccccc2c(=O)[nH]1	1632	1957
O=[N+]([O-])c1ccc(Nc2nc(NCCO)nc(N3CCCC3)n2)cc1	1389	1719
CN(C)CCN(C(=O)c1ccc(N2C(=O)CCC2=O)cc1)c1nc2cc3c(cc2s1)OCCO3	1431	1945

Exported field by field: part of the list above.
CC(C(=O)Nc1ncccn1)(c1ccccc1)c1ccccc1
  SRC3 TRFRET art = 1426	SRC1 TRFRET art = 1669

COc1cccc(C(C)NC(=S)NCc2ccc(Cl)cc2)c1 (stereo not drawn)
  SRC3 TRFRET art = 1495	SRC1 TRFRET art = 1748

Continuation:
SMILES	SRC3 TRFRET art	SRC1 TRFRET art
CCOC(=O)CN1C(c2ccc(O)cc2)Nc2ccc(Br)cc2C1c1ccccc1 (stereo not drawn)	1434	1733
Cc1occc1C(=O)NNC(=O)c1ccc(Br)o1	1615	1538
N#Cc1ccc(NC(=S)NC(=O)CCc2ccc(S(=O)(=O)N3CCOCC3)cc2)cc1	1296	1498
O=C(CCCNS(=O)(=O)c1cccs1)N1CCN(c2cccc(Cl)c2)CC1	1659	1902
CCCC(C)NC(=S)NC(=O)c1cc(S(=O)(=O)N2CCOCC2)ccc1C (stereo not drawn)	1709	1731
NC(=O)c1cc(C(=O)c2cccc(Cl)c2Cl)c[nH]1	1426	1838
CCOC(=O)N1CCN(CC(O)COCc2cc(OC)c(OC)c(OC)c2)CC1 (stereo not drawn)	1406	1582
O=C(CNC(=S)N(Cc1ccccc1)Cc1cccnc1)NC1CC1	1557	1981
Cc1cc2cc(C)c(NCCNC(=O)c3cccc(F)c3)nc2cc1C	1392	1860
COc1ccc2oc3cc(C)[n+]([O-])c(-c4ccc(Br)cc4)c3c2c1	1566	1799
Cc1ccc(C2CC(c3cccs3)=NN2C(=O)CSc2nc3ccccc3o2)cc1 (stereo not drawn)	1623	1702
CCOc1cc(NC(=S)NC)c(OCC)cc1NC(=O)c1ccc(OC)cc1	1556	1747
O=C1CC(N2CCC(c3nc4ccccc4[nH]3)CC2)C(=O)N1c1ccccc1F (stereo not drawn)	1593	1667
O=S1(=O)CC/C(=N\Nc2ccc(F)cc2)c2ccsc21	1682	1714
O=C1NC(=Nc2ccccc2)S/C1=C\C=C\c1ccco1	1479	1897
COc1ccc(CNC(=O)c2cnc3scc(C)n3c2=O)cc1	1599	1616
O=C(CCc1n[nH]c(=O)[nH]c1=O)N1CCCCC1	1656	1866
Cn1c(C(=O)NCc2cccnc2)cc2sc(Cl)cc21	1878	1734
COc1cc2c3nnc(-c4ccccc4)c-3cn(Cc3ccccc3F)c2cc1OC	1587	1918
O=C(CNC(=O)c1ccco1)OCC(=O)c1ccc(Cl)cc1	1595	1990
O=C(Nc1ccc(N2CCN(C(=O)c3cccs3)CC2)c(Cl)c1)c1cccnc1	1324	1733
Cc1cc(C)nc(-n2ncc3c2CC(c2ccccc2)CC3=O)n1 (stereo not drawn)	1646	1844
CCCNC(=O)CCc1cc(C(C)(C)C)c(O)c(C(C)(C)C)c1	1736	2094
Cc1ccc(C2=NN(CC(=O)NCc3ccco3)C(=O)CC2)cc1	1482	1537
c1ccc(-c2ccccc2OCCCCN2CCCCC2)cc1	1506	1736
CCc1nnc(NS(=O)(=O)c2ccc(NC(=O)c3cccc4ccccc34)cc2)s1	1459	2022
O=C(CSc1nnc(-c2cccc(S(=O)(=O)N3CCCCC3)c2)o1)NCCC1=CCCCC1	1516	1916
CCN(CC)S(=O)(=O)c1cc([N+](=O)[O-])ccc1N=Nc1c(O)[nH]c2ccccc12	1465	1537
CC(C)NC(=O)COC(=O)c1cc(Br)ccc1Cl	1407	1894
CCOc1ccc(C(=O)CCC(=O)NC(C)C(=O)OC)cc1 (stereo not drawn)	1622	1911
Fc1ccc(NC(=S)NC2CC3CCCC(C2)N3Cc2cccs2)cc1 (stereo not drawn)	1531	1696
CN(C)CCCNC(=O)/C(=C\c1ccc(-c2cccc([N+](=O)[O-])c2)o1)NC(=O)c1ccccc1	1467	1914
Nc1nc(SCC(=O)Nc2ncc(C(F)(F)F)cc2Cl)n[nH]1	1604	2027
Cc1nnc(SC(C(=O)Nc2ccc(Cl)c([N+](=O)[O-])c2)c2ccccc2)[nH]c1=O (stereo not drawn)	1602	1858
CC12CCC(C(=O)NCc3ccccc3Cl)(OC1=O)C2(C)C (stereo not drawn)	1477	1586
CCN(C(=O)CSc1nnnn1-c1cc(C)ccc1OC)C1CCS(=O)(=O)C1 (stereo not drawn)	1732	1937

A draw from above in order of count of non-hydrogen atoms, high to low.
SMILES	SRC3 TRFRET art	SRC1 TRFRET art
CCN(C(=O)CSc1nnnn1-c1cc(C)ccc1OC)C1CCS(=O)(=O)C1 (stereo not drawn)	1732	1937
Fc1ccc(NC(=S)NC2CC3CCCC(C2)N3Cc2cccs2)cc1 (stereo not drawn)	1531	1696
c1ccc(-c2ccccc2OCCCCN2CCCCC2)cc1	1506	1736
Nc1nc(SCC(=O)Nc2ncc(C(F)(F)F)cc2Cl)n[nH]1	1604	2027
CC(C)NC(=O)COC(=O)c1cc(Br)ccc1Cl	1407	1894

(listing goes on)
SMILES	SRC3 TRFRET art	SRC1 TRFRET art
O=C(COc1ccc(Cl)cc1)Nc1ccc(Cc2ccncc2)cc1	1560	1865
Cc1cc(C)c(C2C3=C(Nc4c2c(C)nn4-c2ccccn2)c2ccccc2C3=O)c(C)c1 (stereo not drawn)	1464	1778
CCOC(=O)N1CCN(S(=O)(=O)c2ccc([N+](=O)[O-])cc2)CC1	1238	1602
CC1=C(C#N)CCC(=O)N1Cc1c(F)cccc1Cl	1529	1755
Cc1nc(C)c(CCNC(=O)c2ccc(C(F)(F)F)cc2)s1	1473	1662
COc1ccc(CNCCSc2nnnn2C)c(OC)c1OC	1652	1618
CN=C1NN=C(c2cc(C)n(-c3c(C)n(C)n(-c4ccccc4)c3=O)c2C)CS1	1508	1591
Cc1cccc(NC(=S)N(CCN(C)C)Cc2cccs2)c1	1633	1873
COc1cc(C2C3C(=O)N(c4ccccc4)C(=O)C3ON2c2ccccc2)ccc1O (stereo not drawn)	1569	1885
O=[N+]([O-])c1cccc2c(Cl)ccnc12	1370	1671
Cc1c(Br)c([N+](=O)[O-])nn1CCCC(=O)Nc1sc2c(c1C#N)CCC2	1571	1981
C/C(=N/NC(=O)CNC(=O)C1COc2ccccc2O1)c1cccc(O)c1 (stereo not drawn)	1779	1611
Cc1cc(SCC(=O)c2cc(C)n(C)c2C)nc2ccccc12	1702	1658
OCCC1CN(Cc2ccccc2-c2ccco2)CCN1Cc1ccsc1 (stereo not drawn)	1361	1676
c1c(C2CCCCC2)n[nH]c1CN1CCCCC1	1737	1426
COc1ccccc1NS(=O)(=O)c1ccc(Cl)c(NC(=S)NC(=O)C2CCCC2)c1	1424	1606
COCCNC(=O)CCc1c(C)nc2nc(-c3cc(OC)cc(OC)c3)nn2c1C	1515	1500
CCC(=O)N1c2ccccc2NC2=C(C(=O)CCC2)C1c1cccnc1 (stereo not drawn)	1258	1773
CCOP(=O)(OCC)C(Nc1ccc(C)cc1)c1ccco1 (stereo not drawn)	1707	1709
CN(CCC1CCOCC1)C(=O)CC1C(=O)NCCN1CC1CCCCC1 (stereo not drawn)	1464	1529
Cc1ccc(S(C)(=O)=O)cc1S(=O)(=O)Nc1cccc(Cl)c1	1481	1737
Cc1ccc2[nH]c(=O)c(CN(CC3COCCO3)C(=O)Nc3ccccc3F)cc2c1 (stereo not drawn)	1299	1801
COc1ccc(C2Nc3ccccc3C(=O)N2C2CCCCC2)cc1 (stereo not drawn)	1675	1696
O=C(NNC(=S)NC(=O)c1ccccc1[N+](=O)[O-])c1ccccc1O	1434	1841
CC(C)CC(NC(=O)c1cccs1)c1nnc(SCc2ccc(Cl)c(Cl)c2)n1C (stereo not drawn)	1537	1862
CCOC(=O)c1c(C)c(/C=N/Nc2ccccc2)n(C)c1C	1696	1985
COC(=O)c1c(C)nn(-c2ccccc2)c1N	1552	1526
CC(=O)c1cccc(NC(=O)COC(=O)COc2ccccc2C)c1	1693	1962
CCCCC(=O)NC(=S)NNS(=O)(=O)c1ccccc1	1632	2057
CC(C)CN(CCOc1cccc(N2C(=O)C3=C(CCCC3)C2=O)c1)CC(C)C	1559	1984
O=C(COC(=O)CCNS(=O)(=O)c1ccc2c(c1)OCCO2)NC1CCCc2ccccc21 (stereo not drawn)	1758	1781
O=C(CSc1nccn1-c1ccc(Cl)cc1)N1CCCc2ccccc21	1673	1901
Cc1ccc(S(=O)(=O)N(C)c2ccc(OCC(=O)Nc3nnc(C4CC4)s3)cc2)cc1	1398	1588
O=C1CCC(/C=C/c2ccccc2)=NN1	1605	1577
CCN(CC(=O)c1c(N)n(C)c(=O)n(C)c1=O)c1cccc2ccccc12	1550	2146
